Screening results deposited in PubChem BioAssay by several laboratories.
FLuc stim CS = firefly luciferase counter-screen for stimulation assays | P08659 | ATPlite luciferase biochemical, luminescence, 10 min; 0 = ATP-free wells, 1 = DMSO control | activation factor at 10 µM | 200,000 tested, under 10 active;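 active = luciferase activation factor, scaled between plate controls, of at least 2 with compound at 10 µM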
Target sequence (P08659 whole entry, looked up): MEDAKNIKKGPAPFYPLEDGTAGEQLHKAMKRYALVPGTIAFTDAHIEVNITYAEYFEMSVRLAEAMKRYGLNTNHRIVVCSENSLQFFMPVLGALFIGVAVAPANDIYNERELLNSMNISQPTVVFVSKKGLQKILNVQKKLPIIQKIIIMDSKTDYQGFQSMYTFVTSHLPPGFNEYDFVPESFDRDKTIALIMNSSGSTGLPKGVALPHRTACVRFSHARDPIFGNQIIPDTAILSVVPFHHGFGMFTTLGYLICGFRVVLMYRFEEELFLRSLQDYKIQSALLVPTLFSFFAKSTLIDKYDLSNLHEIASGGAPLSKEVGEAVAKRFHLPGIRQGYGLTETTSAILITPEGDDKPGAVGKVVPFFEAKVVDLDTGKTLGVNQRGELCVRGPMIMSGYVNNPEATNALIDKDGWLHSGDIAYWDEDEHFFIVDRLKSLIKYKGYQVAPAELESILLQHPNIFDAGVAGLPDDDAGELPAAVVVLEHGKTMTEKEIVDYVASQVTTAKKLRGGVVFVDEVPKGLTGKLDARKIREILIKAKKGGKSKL
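System: Luciferase/luciferin detection reagent, cell-free biochemical luciferase assay | Medium: PBS buffer for ATP | Dosing: Test compounds dosed from 2 mM stocks in 100% DMSO | Timing: 10 min at ambient temperature | Signal: Luminescence measurement of luciferase light output | Evaluation: Luciferase activation, seen as luminescence increase over controls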
FLuc inhib CS = inhibits firefly luciferase, flagging false hits in luciferase inhibition screens; P08659; ATPLite firefly luciferase biochemical luminescence, 10 min; inhibition, % at 10 µM; 200,000 compounds, 1.5% hits; AID 1006;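 active = inhibition above about 50% when tested at 10 µM, limit read from the data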
APP 5'UTR act = activates APP 5'UTR luciferase reporter; activation, % at 2 µM; AID 1276; 190,000 compounds, 1% hits; SH-SY5Y APP 5'UTR luciferase reporter, luminescence; zero percent = DMSO vehicle wells;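 active = activation above a set limit, based on mean plus 3 SD of controls, cut at about 140% in these data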; note: values of inactives mirror those of a sister screen read the other way
TNAP inh hiacc = TNAP (human) inhibition, high acceptor | P05186 | purified TNAP, CDP-star luminescence, 1 M DEA | inhibition, % at 20 µM | 200,000 compounds, 0.03% hits;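 active = over 50% inhibition of tissue-nonspecific alkaline phosphatase at 20 µM in the single-dose screen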;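 note: plate controls were DMSO wells for no effect and EDTA-quenched wells as full inhibition for full effect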
PMI act = increases human mannose-6-phosphate isomerase activity. P34949. purified human PMI, coupled resazurin fluorescence, 20 min; active compounds read high; 1 = vehicle control, 0 substrate-free wells. activation factor at 20 µM. 190,000 compounds, 0.005% hits;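 active = activation factor of 2 or more at 20 µM, relative to plate controls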
PMI act hi M6P = PMI (human) activation, high substrate; coupled PMI enzyme assay, resazurin fluorescence, 20 min; active compounds read high; 1 = untreated enzyme, 0 = substrate-free blank; activation factor at 20 µM; 190,000 compounds, 0.34% hits;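 active = activation factor of 2 or more at 20 µM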
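test system = human PMI in coupled enzyme assay | medium = HEPES-buffered pH 7.4 with magnesium and detergent | also added = 1.0 mM mannose-6-phosphate substrate with 0.22 mM NADP+ | compound = 20 µM single dose | times = 20 min incubation at room temperature | measured by = resorufin fluorescence (Ex 544/Em 590 nm) from resazurin via diaphorase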
TNAP act hiacc = activators of human TNAP at high phosphate acceptor concentration. activation factor at 20 µM. P05186. 200,000 tested, under 10 active. purified TNAP, CDP-star luminescence, 1 M DEA, 30 min; active compounds read high; 0 = EDTA background, 1 = DMSO-only activity;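 active = activation factor at least 2 at 20 µM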
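system = human TNAP | amount = enzyme diluted 1/800 final | reagent = 100 µM CDP-star substrate | signal = luminescent substrate turnover signal | dosing = one dose, 20 µM | benchmarks = EDTA negative control, DMSO positive control | measure = activation factor | timing = 30 min reaction, room temperature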
NF-kB neuron act = compounds increasing NF-kB expression in human neuronal cells; NF-kB reporter expression; active compounds read high; fold change at 12.5 µM; 190,000 compounds, 1.6% hits; in the data active = fold change above about 3.3
bIAP act = increases bovine intestinal alkaline phosphatase activity; AID 1016; purified bovine IAP, CDP-star luminescence, 30 min; active compounds read high; fold of DMSO-control signal, blank-subtracted; 200,000 compounds, 0.17% hits; activation factor at 20 µM;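 active = activation factor of 2 or more at 20 µM, a signal rise over negative controls twice the positive control's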
TNAP inh no acc = inhibitors of human TNAP without phosphate acceptor; P05186; purified TNAP, CDP-star luminescence, 30 min; inhibition, % at 20 µM; 200,000 compounds, 0.26% hits;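 active = tissue-nonspecific alkaline phosphatase inhibition above about 50% at 20 µM in the single-dose screen, limit read from the data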;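 note: 0% = DMSO negative control and 100% = EDTA positive control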
Starred values were filed as active, the others as inactive.

1. Cc1ccc(/C=C2/SC(=S)N(CCCC(=O)Nc3ccc(O)cc3)C2=O)cc1
2. COc1ccc(C)cc1S(=O)(=O)N1CCC(C(=O)N2CCN(C)CC2)CC1
3. CC(C)C(NC(=O)c1ccccc1NC(=O)c1ccco1)C(=O)O (stereo not given)
4. COc1cccc(CN2CCCC(C(=O)c3ccc4c(c3)OCO4)C2)c1O (stereo not given)
5. CCn1c(SCc2nc(-c3ccccc3)no2)nnc1-c1ccco1
Screen / compound no. | 1 | 2 | 3 | 4 | 5
APP 5'UTR act | -63.3 | 21.4 | -7.6 | 13.5 | -2.6
PMI act | 0.8 | 1 | 0.9 | 0.9 | 1
TNAP act hiacc | 1.1 | 1 | 1.1 | 1 | 0.9
bIAP act | 1.1 | 0.9 | 1 | 1.1 | 1
PMI act hi M6P | 0.8 | 1 | 0.9 | 0.9 | 1
FLuc stim CS | 1 | 1.1 | 1 | 1 | 1
TNAP inh hiacc | -6.7 | -2.8 | -5.0 | -2.6 | 5.4
FLuc inhib CS | 2.7 | -5.4 | -4.8 | -4.2 | 1.3
NF-kB neuron act | 1.29 | 1.23 | 1.89 | 1.08 | 1.07
TNAP inh no acc | -3.5 | -0.9 | -16.3 | 2.7 | -2.0

6. CCN(CC)C(=O)C1CCCN(C/C=C/c2ccccc2)C1 (stereo not given)
7. COc1cc(C(=O)NC2CCCc3ccccc32)ccc1OCC(=O)Nc1ccc(F)cc1 (stereo not given)
8. NC(=O)c1nsc(C(=O)N(CC(=O)NCc2ccc(F)cc2)Cc2ccco2)c1N
9. CC(=O)c1ccc(NC(=O)CSc2nc3nc(C)cc(C)n3n2)cc1
10. Cc1cccnc1CCNC(=O)CC1C(=O)NCCN1CC1CCCCC1 (stereo not given)
Screen / compound no. | 6 | 7 | 8 | 9 | 10
APP 5'UTR act | 7.3 | -18.1 | 20.8 | 3.7 | -14.6
PMI act | 0.8 | 0.8 | 1.1 | 0.8 | 1
TNAP act hiacc | 1 | 1 | 1.1 | 1 | 1
bIAP act | 0.9 | 1 | 0.9 | 0.9 | 1
PMI act hi M6P | 0.8 | 0.5 | 1.1 | 0.8 | 0.9
FLuc stim CS | 1 | 1 | 1.1 | 1 | 1
TNAP inh hiacc | 2.0 | 0.8 | -6.2 | 1.6 | -2.0
FLuc inhib CS | -0.6 | -2.8 | -10.3 | -4.3 | -3.6
NF-kB neuron act | 1.25 | 1.12 | 1.12 | 1.71 | 1.07
TNAP inh no acc | -7.2 | -4.4 | -12.5 | 1.8 | -5.9

A different layout for some results above:
no.	smiles	APP 5'UTR act	PMI act	TNAP act hiacc	bIAP act	PMI act hi M6P	FLuc stim CS	TNAP inh hiacc	FLuc inhib CS	NF-kB neuron act	TNAP inh no acc
2	COc1ccc(C)cc1S(=O)(=O)N1CCC(C(=O)N2CCN(C)CC2)CC1	21.4	1	1	0.9	1	1.1	-2.8	-5.4	1.23	-0.9
3	CC(C)C(NC(=O)c1ccccc1NC(=O)c1ccco1)C(=O)O (stereo not given)	-7.6	0.9	1.1	1	0.9	1	-5.0	-4.8	1.89	-16.3
4	COc1cccc(CN2CCCC(C(=O)c3ccc4c(c3)OCO4)C2)c1O (stereo not given)	13.5	0.9	1	1.1	0.9	1	-2.6	-4.2	1.08	2.7
5	CCn1c(SCc2nc(-c3ccccc3)no2)nnc1-c1ccco1	-2.6	1	0.9	1	1	1	5.4	1.3	1.07	-2.0
6	CCN(CC)C(=O)C1CCCN(C/C=C/c2ccccc2)C1 (stereo not given)	7.3	0.8	1	0.9	0.8	1	2.0	-0.6	1.25	-7.2
7	COc1cc(C(=O)NC2CCCc3ccccc32)ccc1OCC(=O)Nc1ccc(F)cc1 (stereo not given)	-18.1	0.8	1	1	0.5	1	0.8	-2.8	1.12	-4.4
8	NC(=O)c1nsc(C(=O)N(CC(=O)NCc2ccc(F)cc2)Cc2ccco2)c1N	20.8	1.1	1.1	0.9	1.1	1.1	-6.2	-10.3	1.12	-12.5
9	CC(=O)c1ccc(NC(=O)CSc2nc3nc(C)cc(C)n3n2)cc1	3.7	0.8	1	0.9	0.8	1	1.6	-4.3	1.71	1.8
10	Cc1cccnc1CCNC(=O)CC1C(=O)NCCN1CC1CCCCC1 (stereo not given)	-14.6	1	1	1	0.9	1	-2.0	-3.6	1.07	-5.9

The listing continues.
11. COc1ccc(C2OC(=O)CC2C(=O)NC(C)C)cc1 (stereo not given)
12. O=C1[C@@H]2[C@@H]3C[C@@H]([C@H]4ON=C(c5ccc(Cl)cc5Cl)[C@@H]34)[C@@H]2C(=O)N1C1CCCCC1
13. O=C(Nc1ccc(S(=O)(=O)Nc2nccs2)cc1)c1cc(-c2ccccn2)nc2ccccc12
14. Cc1cc(C(=O)Nc2sc3c(c2C#N)CCC(C)C3)cs1 (stereo not given)
15. CC(=O)N1N=C2/C(=C/c3ccccc3)CCCC2C1c1ccccc1 (stereo not given)
16. O=C(Nc1ccccc1)c1nccn1Cc1ccc(F)cc1
17. CC(C)(C)n1nnnc1CN1CCSCC1
Screen / compound no. | 11 | 12 | 13 | 14 | 15 | 16 | 17
APP 5'UTR act | 12.2 | 2.7 | 4.7 | 30.4 | -11.5 | 62.3 | 7.7
PMI act | 0.9 | 0.8 | 1 | 0.9 | 1 | 0.9 | 1
TNAP act hiacc | 1 | 1.1 | 1 | 1 | 1.1 | 1.1 | 1
bIAP act | 0.9 | 0.9 | 1 | 0.9 | 1 | 0.9 | 0.9
PMI act hi M6P | 0.9 | 0.8 | 1.1 | 1 | 1 | 1 | 1.1
FLuc stim CS | 1 | 1 | 1 | 0.9 | 1 | 1 | 1
TNAP inh hiacc | -2.8 | -7.6 | 0.9 | -2.7 | -7.2 | -5.8 | -2.1
FLuc inhib CS | -4.0 | -4.2 | -0.9 | 7.5 | -1.8 | -0.9 | -4.4
NF-kB neuron act | 1.21 | 0.94 | 1.07 | 1.78 | 0.96 | 1.13 | 1.2
TNAP inh no acc | -9.0 | -8.4 | -2.5 | -11.4 | 16.2 | -11.3 | -1.9

2 of these compounds, set out differently:
no.	smiles	APP 5'UTR act	PMI act	TNAP act hiacc	bIAP act	PMI act hi M6P	FLuc stim CS	TNAP inh hiacc	FLuc inhib CS	NF-kB neuron act	TNAP inh no acc
12	O=C1[C@@H]2[C@@H]3C[C@@H]([C@H]4ON=C(c5ccc(Cl)cc5Cl)[C@@H]34)[C@@H]2C(=O)N1C1CCCCC1	2.7	0.8	1.1	0.9	0.8	1	-7.6	-4.2	0.94	-8.4
13	O=C(Nc1ccc(S(=O)(=O)Nc2nccs2)cc1)c1cc(-c2ccccn2)nc2ccccc12	4.7	1	1	1	1.1	1	0.9	-0.9	1.07	-2.5
